Assay outcomes: PubChem BioAssay, several laboratories
NPR1 activator = GC-A (human) enzyme activation; P16066; HEK293 GC-A cells, cGMP TR-FRET, EC30 ANP; 0% at EC30 ANP, 100% saturating ANP; activation, % at 10 µM; 0.14% of 370,000 active; AID 1671463; in the data active = activation above about 40%
NPR2 activator = GC-B (human) receptor activation. AID 1920062. 0.11% of 370,000 active. activation, % at 10 µM. P20594. HEK293-GC-B cells, CNP EC30, cGMP TR-FRET; 0% at EC30 CNP, 100% saturating CNP;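 active = activation at 10 µM reaching about 35% in either raw or pattern-adjusted values, limit read from the data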
sPLA2-III inh = Inhibits HGIII-sPLA2 liposome hydrolysis, primary screen. Q9NZ20. 0.56% of 370,000 active. AID 743126. inhibition, % at 12.2 µM. QFRET BODIPY PC-A2 liposome hydrolysis, fluorescence;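 active = inhibition above mean plus 3 SD of compounds lying within the high and low control bounds, cut at about 19% in these data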;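 note: 0% = median of test compound wells and 100% = no enzyme DMSO wells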
rCAG RNA binder = molecules binding r(CAG) RNA repeats; r(CAG) RNA repeat, TO-PRO-1 dye displacement fluorescence; inhibition, % at 3 µM; 1.3% of 370,000 active; AID 651821;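 active = inhibition above the plate cutoff, the mean of all test compounds on that plate plus 3 SD, cut at about 35% in these data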;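 note: 0% = DMSO alone and 100% = 100 µM mitoxantrone as full dye displacement; higher means more dye released from RNA so lower well fluorescence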
GAA850 FXN act = increases GAA850 frataxin promoter reporter activity. AID 540364. 0.56% of 360,000 active. activation, % at 6 µM. HEK293 lucGAA850 FXN promoter luciferase reporter, 24 h; percent of 10 µM SAHA response;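 active = activation above the average of all compounds screened plus 3 SD, cutoff fixed separately per campaign, cut at about 7.5% in these data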;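 note: 0% = DMSO wells and 100% = 10 µM SAHA wells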
ASAP1 GAP inh = inhibitors of human ASAP1 ArfGAP activity; Q9ULH1; ASAP1-stimulated ARF1 GTP hydrolysis, GDP FP detection; inhibition, % at 16.5 µM; 0.19% of 360,000 active; AID 624377; in the data active = inhibition above about 25%;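 note: 0% = vehicle with enzyme and substrate and 100% = no enzyme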
ARFGAP1 inhibitor = inhibits rat ARF GTPase activating protein 1; inhibition, % at 16.5 µM; 0.26% of 360,000 active; Arfgap1-stimulated ARF1 GTP hydrolysis, GDP FP detection;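 active = inhibition above a per-plate limit, mean inhibition of low control wells plus 3 SD, cut at about 25% in these data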;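 note: 0% = DMSO wells with enzyme and 100% = wells lacking Arfgap1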
Target sequence (Q62848 1-136 limits assumed): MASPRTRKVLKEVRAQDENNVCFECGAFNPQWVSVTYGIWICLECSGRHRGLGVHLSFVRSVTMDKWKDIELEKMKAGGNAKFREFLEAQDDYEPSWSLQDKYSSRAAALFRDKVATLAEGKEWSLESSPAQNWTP
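Material: rat Arfgap1 GAP domain (His6, aa 1-136), purified enzyme. Also added: human ARF1(Δ1-17)-GTP substrate. Compound dosing: 16.5 µM single point, 1.26% DMSO. Timing: enzyme reaction 120 min at 25 °C after 20 min preincubation. Signal: GDP detection by fluorescence polarization. Read-out basis: percent inhibition of GAP-stimulated GDP formation, scaled between DMSO and no-Arfgap1 medians.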
ADAM10 inh = inhibits human ADAM10 | O14672 | recombinant ADAM10, EDANS/DABCYL FRET peptide cleavage, 3 h | inhibition, % at 7 µM | 0.62% of 370,000 active | AID 720582;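 active = inhibition above a per-campaign cutoff equal to the mean of compounds falling between control-based bounds plus 3 SD, cut at about 20% in these data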;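 note: 0% = DMSO wells while the 100% control is not disclosed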
Target sequence (O14672 214-748 limits assumed): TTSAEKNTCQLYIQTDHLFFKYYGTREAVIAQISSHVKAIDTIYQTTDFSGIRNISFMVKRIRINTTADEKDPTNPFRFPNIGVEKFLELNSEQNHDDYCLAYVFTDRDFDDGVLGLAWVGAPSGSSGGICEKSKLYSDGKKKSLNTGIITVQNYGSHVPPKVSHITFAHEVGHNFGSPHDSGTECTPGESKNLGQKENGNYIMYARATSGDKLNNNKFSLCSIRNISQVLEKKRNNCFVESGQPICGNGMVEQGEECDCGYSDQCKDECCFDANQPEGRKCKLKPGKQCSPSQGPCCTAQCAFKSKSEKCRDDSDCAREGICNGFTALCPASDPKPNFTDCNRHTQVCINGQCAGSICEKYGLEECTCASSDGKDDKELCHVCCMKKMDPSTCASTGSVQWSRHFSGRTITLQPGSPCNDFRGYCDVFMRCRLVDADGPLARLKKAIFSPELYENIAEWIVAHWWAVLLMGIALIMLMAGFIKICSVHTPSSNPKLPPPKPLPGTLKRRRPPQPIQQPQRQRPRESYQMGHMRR
KLK7 zymogen act = activators of human kallikrein-7 zymogen. P49862. purified proKLK7, EDANS-DABCYL substrate fluorescence; 100% is mature enzyme control, 0% vehicle. activation, % at 7 µM. 0.9% of 370,000 active;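 active = activation above the mean of all tested compounds plus 3 SD, computed per campaign excluding outliers beyond control limits, cut at about 13% in these data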
Target sequence (P49862 whole entry, looked up): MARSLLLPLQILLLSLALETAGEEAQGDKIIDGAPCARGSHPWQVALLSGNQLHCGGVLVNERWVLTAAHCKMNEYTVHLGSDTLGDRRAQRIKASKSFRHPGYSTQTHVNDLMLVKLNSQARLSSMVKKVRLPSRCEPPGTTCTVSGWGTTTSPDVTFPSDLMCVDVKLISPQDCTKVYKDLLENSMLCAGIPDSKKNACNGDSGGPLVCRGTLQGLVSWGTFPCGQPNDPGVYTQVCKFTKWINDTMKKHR
Tn6 DDE FP = DD(E)-Tn6 binding inhibition, primary FP screen; Fibrin DD(E) TRITC-Tn6 fluorescence polarization displacement; inhibition, % at 8.3 µM; 0.21% of 370,000 active; AID 720509;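 active = inhibition above a per-campaign cutoff: mean of compounds within control limits plus 3 SD, cut at about 15% in these data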;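 note: 0% = median of all compound wells on the plate and 100% = blocking peptide control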
An asterisk follows results filed as active; . = no result given.

Values run as follows: NPR1 activator, NPR2 activator, sPLA2-III inh, rCAG RNA binder, GAA850 FXN act, ASAP1 GAP inh, ARFGAP1 inhibitor, ADAM10 inh, KLK7 zymogen act, Tn6 DDE FP
COC(=O)c1c(C)[nH]c(C(=O)C(C)OC(=O)C2CC(=O)N(c3ccc(C)cc3)C2)c1C (stereo not drawn)
→ -3, 3, -17, -2, -0.2, -1, 4, 6, 0.0, -1
CCS(=O)(=O)Nc1ccc(C2=NN(S(=O)(=O)c3ccc(F)cc3)C(c3ccco3)C2)cc1 (stereo not drawn)
→ -1, -6, -21, 16, -2.0, 8, -13, 5, 0.3, -5
C#CCSc1nnc(-c2sc3ccccc3c2Cl)o1
→ 0, -4, 4, 7, 6.5, 8, 1, 2, 0.3, -3
Cc1ccc2nc(-c3ccc(NC(=O)C(C)N4C(=O)c5ccccc5C4=O)cc3)sc2c1 (stereo not drawn)
→ 4, 1, -1, 13, 4.5, -6, 13, -195, 0.7, 9
O=C(CCn1c(=O)oc2ccccc21)NCc1ccco1
→ 3, 6, 6, 2, 0.2, -1, 4, 1, -0.4, 4
CC(Oc1ccc(Cl)cc1)c1ccnn1S(=O)(=O)c1ccc(Cl)cc1 (stereo not drawn)
→ 1, -14, 0, 5, 0.2, 3, 2, 1, 0.5, -7
C=CCOC(=O)C1C(=O)CC(C)(O)C(C(=O)OCC=C)C1c1ccc(OC)cc1 (stereo not drawn)
→ -2, -5, -2, -9, 4.0, -4, -3, 1, 0.2, -2
O=S(=O)(NCCCN1CCOCC1)c1ccc2c(c1)OCCO2
→ 4, 5, 2, -1, 2.9, 2, 6, 4, 0.1, -2
CCOc1cccc(CNCCO)c1OCc1ccc(Cl)cc1Cl
→ -24, -12, -29, 2, -2.2, 9, 4, 4, 0.5, -4
Cc1ccccc1-c1nc(CN2CCCC2c2ccc(F)cc2)c(C)o1 (stereo not drawn)
→ -8, -3, -3, -4, 1.8, -2, -4, 1, -0.1, 3

(more compounds)
Values run as follows: NPR1 activator, NPR2 activator, sPLA2-III inh, rCAG RNA binder, GAA850 FXN act, ASAP1 GAP inh, ARFGAP1 inhibitor, ADAM10 inh, KLK7 zymogen act, Tn6 DDE FP
COCCN(Cc1ccccc1)C(=O)C1CCN(S(=O)(=O)c2ccc(OC)c(OC)c2)CC1
→ -2, -2, -3, -3, 0.6, -12, 2, 1, 0.6, -6
COc1ccc(-c2c(C#N)c(N)n(N)c(=O)c2C#N)cc1Cl
→ -2, 0, -2, 7, 2.4, -4, 7, -5, -0.2, -6
COc1ccc(C2(CNC(=O)c3ccccc3)CCOCC2)cc1
→ -5, 1, -4, -3, -0.4, -12, 12, 9, 1.0, -3
O=C1CCCCCC1C1(O)C(=O)Nc2ccc(Br)cc21 (stereo not drawn)
→ -5, -2, -2, 0, 1.6, 4, 2, -2, -0.6, -4
CN(C)c1cnn(-c2ccccc2)c(=O)c1Cl
→ 0, -1, -3, -3, 2.7, 11, -1, -1, -0.1, 8
COC(=O)c1ccc(-c2nn(C)c(=O)c3ccccc23)cc1
→ 1, 2, -2, -2, 1.4, 5, 8, -5, -0.6, 5
COc1ccc(OCC(=O)N2CCCC(CO)(CCOc3ccccc3)C2)cc1 (stereo not drawn)
→ 0, -4, -7, -2, 2.1, 14, 12, -3, 0.6, 4
CC(=O)N1CCC(N(CCN2CCOCC2)C(=S)Nc2cc(C)cc(C)c2)CC1
→ 2, -1, -2, -5, 0.6, -7, -7, -3, -0.1, 1
Nc1c(NCCc2ccccc2)c2ccccc2oc1=O
→ -4, -1, 0, 0, 6.9, 2, 0, -11, -0.1, 0
CC(C)(C)C(=O)/C=c1\[nH]c(=O)/c(=C\c2ccc(C#N)cc2)s1
→ -2, -4, -9, 7, 4.5, -7, 5, -5, 0.5, 3

(more compounds)
Values run as follows: NPR1 activator, NPR2 activator, sPLA2-III inh, rCAG RNA binder, GAA850 FXN act, ASAP1 GAP inh, ARFGAP1 inhibitor, ADAM10 inh, KLK7 zymogen act, Tn6 DDE FP
C[C@@H](NC(=O)c1nc[nH]c1C(=O)NCc1ccc(CNC(=O)OC(C)(C)C)cc1)c1ccccc1
→ 2, 4, -8, -5, 1.7, -6, 6, 45*, -0.6, -10
CC(C)CN(C(=O)COC(=O)c1ccc(Br)o1)c1c(N)n(Cc2ccccc2)c(=O)[nH]c1=O
→ 4, -1, 2, -1, 1.8, -9, -6, -4, 1.1, 1
OCCC1CN(Cc2cccn2-c2ncccn2)CCN1Cc1ccc(F)cc1 (stereo not drawn)
→ -1, -5, 3, -1, -0.3, 3, 2, 4, -0.1, 0
CCOc1ccccc1C(=O)Nc1cc(=O)n(C)c(=O)n1C
→ 2, -1, 2, 12, 0.5, -12, 4, -9, 0.4, 6
O=C(CN1CCOc2ccccc21)NC1CCN(Cc2ccccc2)CC1
→ -2, -2, 2, -3, -0.7, -16, -8, -14, 0.0, 11
COc1ccc(NC(=O)Nc2ccc(N3CCCC3=O)cc2)cc1OC
→ -2, -3, -6, -2, 1.0, -1, 5, -1, 0.5, 0
CC1CN(C(=S)Nc2ccccc2)CC(C)O1 (stereo not drawn)
→ 0, 3, 0, -4, 2.0, 7, -7, -2, 0.1, -6
Cc1ccc(OC(=O)COc2ccccc2C)c(-n2nc3ccccc3n2)c1
→ -7, 0, -2, 2, 6.4, -14, 8, 5, 0.1, -5
Cc1ccc(C(=O)NCCc2nnc3ccc(SCC(=O)Nc4ccccc4C)nn23)cc1
→ 0, -2, 6, -2, 2.3, 13, -10, -4, 0.4, -8
O=C(O)CCC(=O)Nc1ccc(C(=O)OCC(=O)c2ccc(Cl)cc2Cl)cc1
→ 2, -2, -31, 27, 1.2, -3, -14, -3, -0.1, 5

Later entries.
Values run as follows: NPR1 activator, NPR2 activator, sPLA2-III inh, rCAG RNA binder, GAA850 FXN act, ASAP1 GAP inh, ARFGAP1 inhibitor, ADAM10 inh, KLK7 zymogen act, Tn6 DDE FP
COc1cccc(NS(=O)(=O)c2ccc3[nH]cc(C(=O)N(C)Cc4ccco4)c(=O)c3c2)c1
→ 1, -2, 1, 12, -2.5, 14, -2, -4, 1.5, -4
NC(=O)c1ccccc1NCC(=O)c1ccc(Cl)cc1
→ 5, 0, 6, 2, 2.5, 2, 11, -466, 2.7, 1
CCOC(=O)Cn1ccc(NC(=O)c2ccc(F)cc2)n1
→ 50*, -10, 0, 10, 0.3, 3, 3, -2, 0.5, 8
CSc1nnc(-c2ccccc2SC)o1
→ 16, -2, 0, -2, 2.0, 5, -5, -25, -0.2, 4
Nc1nc(-c2ccccc2)cs1
→ -4, 1, 4, 0, 1.4, 10, -1, 2, -0.3, 4
Cc1ccc(NC(=O)CO/N=C(\N)c2ccccc2)cc1C
→ -3, -2, -8, 2, -1.1, -1, -1, 4, 0.1, -7
O=C(c1ccc2nc(-c3ccccc3)c(-c3ccccc3)nc2c1)N1CCCCC1
→ -6, 0, -5, -6, 1.3, -4, 6, -447, -4.8, 3
COc1ccc(C2C(C(=O)N3CCN(c4ccccc4Cl)CC3)CC(=O)N2c2ccc(OC)cc2)cc1 (stereo not drawn)
→ 1, -2, -21, 4, ., ., ., 1, -0.3, 4
Cc1cc(Cl)ccc1NC(=S)N(CCCN1CCOCC1)Cc1cccs1
→ -22, -7, -1, 0, -2.5, -1, 4, 4, -0.3, 2
CN1CCN(C(=O)CCC(=O)O)CC1
→ 2, 1, 10, 0, -1.0, -9, 0, 12, 0.8, -3

The listing continues:
Values run as follows: NPR1 activator, NPR2 activator, sPLA2-III inh, rCAG RNA binder, GAA850 FXN act, ASAP1 GAP inh, ARFGAP1 inhibitor, ADAM10 inh, KLK7 zymogen act, Tn6 DDE FP
COc1ccc(OC)c(NC(=O)C2(C)CCN2CCOc2ccccc2)c1 (stereo not drawn)
→ -23, 0, 9, 4, 2.0, 3, 3, -7, -0.1, 3
COc1ccc(NC(=O)COC(=O)c2ccc3c(c2)OCO3)c(OC)c1
→ 4, -1, -4, 0, 0.3, 2, 7, 0, -0.3, 0
Cc1ccc(NC(=O)c2ccc(S(=O)(=O)Nc3c(C)n(C)n(-c4ccccc4)c3=O)cc2)nc1
→ 0, -7, 0, -3, 2.5, 9, -1, -1, 0.0, 4
O=S(=O)(c1cccs1)N1CCN(c2ccccc2Cl)CC1
→ 2, -2, -4, -1, 2.7, 2, -11, -8, 0.0, -1
C[C@]12c3[nH]c4ccc(Cl)cc4c3CCN1C(=O)[C@@H](CC(=O)NCC13CC4CC(CC(C4)C1)C3)C[C@@H]2C(=O)N1CCCCC1
→ -6, -7, 17, 3, -1.2, 9, 4, -24, 0.2, -1
CCOC(=O)c1sc2nc(C(C)C)c3c(c2c1N)CCC3
→ 2, 0, 7, 0, -3.8, 3, 2, -290, -24, 5
CC(=O)C1=CN(Cc2ccccc2)CCC1=O
→ 2, 6, 5, 2, -1.6, 15, -8, -10, 0.0, -1
CCOC(=O)/C(C#N)=C/c1c(N2CCN(c3ccc(OC)cc3)CC2)nc2c(C)cccn2c1=O
→ 26, -3, 3, 2, -0.3, 1, 3, -7, -0.1, 0
O=C(Nc1ccccc1Br)C1CCN(S(=O)(=O)c2cccs2)CC1
→ 2, 3, -3, 4, -2.5, -2, 1, -2, 0.6, 7
NC(CO)c1csc(Nc2ccc(C(F)(F)F)cn2)n1 (stereo not drawn)
→ 1, 0, 10, 9, -0.5, -6, 1, -9, 0.1, -1

(list continues)
Values run as follows: NPR1 activator, NPR2 activator, sPLA2-III inh, rCAG RNA binder, GAA850 FXN act, ASAP1 GAP inh, ARFGAP1 inhibitor, ADAM10 inh, KLK7 zymogen act, Tn6 DDE FP
Cc1occc1C(=O)Nc1nnc(C2CCCCC2)s1
→ 2, 9, 0, -2, 1.2, 12, 13, 13, 0.6, -5
COC(=O)C1=C(C)OC(N)=C(C#N)C1c1c(C)nn(-c2ccccc2)c1Cl (stereo not drawn)
→ -7, -4, -4, 0, 4.1, 4, -1, -2, 0.2, 0
O=C(CNCC1CCCO1)Nc1ccc(N2CCCCCC2)cc1 (stereo not drawn)
→ -7, -5, 12, -6, -0.8, -1, -8, 5, 0.4, -2
CSc1nc2c(c(=O)[nH]c(=O)n2C)n1CCCc1ccccc1
→ -1, -2, -5, 0, 3.1, 1, -6, -4, -1.5, 4
Cc1ccc[n+](CC(=O)c2ccc(Br)cc2)c1C
→ 7, 4, 0, 1, 2.6, -4, -13, -4, -0.1, 9
Cc1nc(NC(=O)COC(=O)/C=C/c2ccco2)c(Cl)cc1Cl
→ -1, 1, -17, 27, 0.4, 13, -3, -11, -0.2, 0
C=CCn1c(CCCNC(=O)CCC)nc2ccccc21
→ 1, 1, 3, -4, -1.5, 0, 13, -1, 0.4, 6
O=C(Nc1ccc(NC(=O)c2ccccc2Cl)c(Cl)c1)c1ccccn1
→ -1, 1, -6, ., ., ., ., 7, ., -2
